p53 reactivator = re-activators of mutant p53; H1299 p53-A138V BP100-luciferase reporter, luminescence, 24 h; Potency, µM (titrated, usually from 92.2 µM), for the others: at the top dose activity change, positive = activation, most hits filed as activators; hit rate 0.063% among 320,000; AID 504706; further: potency means the concentration at half of the fitted maximal effect; % of control where 0% means no effect; nearly all actives have a fitted effect of over 45% in size
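p53-null H1299 cells stably carrying temperature-sensitive p53-A138V and a BP100-luciferase reporter were pinned with compounds (4-point, 1:5 series) and held 24 hrs at 37 deg C. Luminescence was read 10 min after detection reagent.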
BRCA1 expr act = increases BRCA1 expression; hit rate 1.1% among 380,000; Potency, µM (titrated, usually from 46.1 µM), inactives show at the highest dose activation, actives largely listed as activators; MCF7-BRCA1-FFLuc reporter, luminescence, 48 h; response scale: scaled: vehicle 0%, 10 µM genistein 100%; AID 624202; further: potency means the concentration at half of the fitted maximal effect; nearly all actives have a fitted effect of over 80% in size; some results filed as inactive show a strong effect at the top dose
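Cells: MCF7-BRCA1-FFLuc, 2000/well. Exposure: 48 h, 37 °C, 5% CO2. Read: luminescence, 15 min post-substrate. Controls: genistein 10 microM (maximal activation), DMSO (neutral).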
Giardia killer = kills Giardia lamblia; AID 540267; hit rate 0.15% among 340,000; Giardia lamblia trophozoite viability; activity change, % at 7.66 µM, hits read low; in the data active means activity change below about -80%; inconclusive means between about -30% and that limit;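 further: parasites exposed to compound for two days anaerobically before the ATP read; on the % scale 0 is the no-effect control and ±100 the full control effect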
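Each well holds 100 Giardia trophozoites and compound. After two days (48 hrs) at 37 deg C in anaerobic conditions, ATP is quantified by luminescence.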
ELG1 genotox = genotoxicity induction in ELG1-luciferase HEK293T cells | HEK293T ELG1-luciferase reporter, luminescence, 16 h | Potency, µM (series often up to 46 µM), for inactives: top-dose activity change, positive = activation, hits mostly activators | hit rate 1.3% among 330,000 | AID 504466; further: potency means the concentration at half of the fitted maximal effect; % of control where 0% means no effect; nearly all actives have a fitted effect of over 60% in size
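Quantitative HTS format in 1536-well plates. HEK293T ELG1-luciferase reporter cells receive test compound and are incubated 16 hr at 37 °C, 5% CO2; ONE-Glo added, 30 min room temperature, then luminescence read.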
Rab9 prom act = Rab9 promoter activation. Huh7 Rab9 promoter-luciferase reporter, luminescence, 24 h. Potency, µM (series often up to 9.22 µM), inactives show at the top dose activation, negative = inhibition, most hits filed as activators. hit rate 2.8% among 320,000. AID 485297; further: potency means the concentration at half of the fitted maximal effect; % of control where 0% means no effect; nearly all actives have a fitted effect of over 60% in size
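Huh7 reporter line, Rab9 promoter upstream of luciferase. Compound exposure 24 h at 37 °C in reduced-serum medium with 10% FBS. Read-out: luminescence.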
NPC1 prom act = NPC1 promoter activation | hit rate 2.4% among 320,000 | AID 485313 | Potency, µM (series often up to 9.22 µM), inactives show at the top dose activation, most hits filed as activators | Huh7 NPC1 promoter luciferase reporter, 24 h;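 further: potency means the concentration at half of the fitted maximal effect; % of control where 0% means no effect; nearly all actives have a fitted effect of over 60% in size; reporter is driven by a mutant NPC1 promoter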
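In 1536-well qHTS, Huh7 cells harboring an NPC1 promoter–luciferase construct received compound for 24 h; activation was quantified by luminescence following luciferase reagent addition.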
RORgamma inh = ROR gamma (mouse) transcription inhibition. Drosophila S2 Gal4-RORgamma UAS-luciferase reporter, 20 h. Potency, µM (series often up to 53.6 µM), without a hit: at the highest dose activity change, negative = inhibition, actives largely listed as inhibitors. hit rate 5.4% among 310,000; further: potency means the concentration at half of the fitted maximal effect; on the % scale 0 is the no-effect control and ±100 the full control effect; nearly all actives have a fitted effect of over 60% in size
Target sequence (P51450 whole entry, looked up, the tested form may be a part): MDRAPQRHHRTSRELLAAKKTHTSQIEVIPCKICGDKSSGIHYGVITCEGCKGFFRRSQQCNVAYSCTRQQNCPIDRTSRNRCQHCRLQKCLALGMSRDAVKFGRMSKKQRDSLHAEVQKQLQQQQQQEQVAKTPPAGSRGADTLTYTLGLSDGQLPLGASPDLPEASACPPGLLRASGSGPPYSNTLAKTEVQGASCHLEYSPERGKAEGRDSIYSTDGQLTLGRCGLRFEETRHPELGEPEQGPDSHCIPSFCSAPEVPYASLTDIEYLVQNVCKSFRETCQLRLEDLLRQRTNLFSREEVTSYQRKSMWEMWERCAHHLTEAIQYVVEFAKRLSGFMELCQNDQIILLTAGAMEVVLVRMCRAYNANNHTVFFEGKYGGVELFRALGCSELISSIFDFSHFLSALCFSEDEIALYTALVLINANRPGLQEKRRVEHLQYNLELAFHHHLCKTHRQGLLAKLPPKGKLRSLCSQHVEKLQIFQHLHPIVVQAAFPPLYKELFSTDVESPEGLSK
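Read-out: Photinus luciferase luminescence; inhibitors lower reporter signal. Insect Schneider cells with Gal4-ROR gamma fusion under metallothionein promoter, UAS reporter; 700 uM final copper sulfate induction, 20 hr, ambient temperature.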
PKM2 activator = PKM2 (human) enzyme activation; P14618; purified PKM2, Kinase-Glo ATP luminescence, activation; response scale: 0% is enzyme alone, no compound; Potency, µM (series often up to 57.5 µM), for the others: top-dose activation, usual class: activators; hit rate 0.34% among 260,000; further: potency means the concentration at half of the fitted maximal effect; on the % scale 0 is the no-effect control and ±100 the full control effect; nearly all actives have a fitted effect of over 55% in size
Target sequence (P14618 whole entry, looked up): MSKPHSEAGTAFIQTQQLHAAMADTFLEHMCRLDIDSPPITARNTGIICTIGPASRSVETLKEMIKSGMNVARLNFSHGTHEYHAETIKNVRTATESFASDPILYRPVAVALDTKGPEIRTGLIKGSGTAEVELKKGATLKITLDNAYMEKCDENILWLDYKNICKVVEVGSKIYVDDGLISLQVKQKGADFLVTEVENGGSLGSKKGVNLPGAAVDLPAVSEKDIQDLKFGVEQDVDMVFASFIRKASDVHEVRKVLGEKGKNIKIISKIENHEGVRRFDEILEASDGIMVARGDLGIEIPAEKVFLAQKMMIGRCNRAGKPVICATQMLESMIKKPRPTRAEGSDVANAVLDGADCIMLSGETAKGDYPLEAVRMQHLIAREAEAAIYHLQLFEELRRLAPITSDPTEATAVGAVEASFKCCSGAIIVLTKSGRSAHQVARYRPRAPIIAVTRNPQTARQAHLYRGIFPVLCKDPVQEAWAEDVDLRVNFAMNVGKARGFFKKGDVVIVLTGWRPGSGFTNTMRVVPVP
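hPK-M2, >95% pure; 0.1 mM ADP / 0.5 mM PEP final; imidazole pH7.2 buffer w/ 7 mM MgCl2, 50 mM KCl; 1 h RT; Kinase-Glo lum. Intermediate enzyme activity for dual inhibitor/activator qHTS.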
FLuc counter = inhibits or activates purified firefly luciferase, miR-21 counter-screen | purified FLuc, Km substrates, luminescence inhibition | Potency, µM (top dose mostly 57.5 µM), for inactives: top-dose activity change, negative = inhibition, actives largely listed as inhibitors | hit rate 6.9% among 360,000 | AID 588342;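 further: potency means the concentration at half of the fitted maximal effect; plate controls were vehicle for no effect and reference inhibitor for full effect; nearly all actives have a fitted effect of over 55% in size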
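Purified P. pyralis luciferase, 10 nM final, with Km-level 10 uM D-luciferin and 10 uM ATP in 50 mM Tris acetate pH 7.5, 10 mM Mg acetate, 0.01% Tween-20, 0.05% BSA; 6-point qHTS titration about 60 µM downward; luminescence read.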
Menin MLL FP TR = displaces Texas Red mutant MLL peptide from human menin | hit rate 0.23% among 270,000 | AID 1768 | Potency, µM (doses to about 61.6 µM), without a hit: at the highest dose FP activity change, negative = inhibition, hits mostly inhibitors | Menin + Texas Red MLL mutant peptide, fluorescence polarization | O00255; active means well fitted inhibition curve with a large enough effect in the polarisation, with a control signal flat, not every such curve was filed as active; inconclusive means small, poorly fitted or top-dose-only effect, or effect the other way, or a change in a side signal; inactive means no such curve, though single readings can be large or run the other way; the % refers to the polarisation; further: potency means the concentration at half of the fitted maximal effect; % of control where 0% means no effect; many of its hits are not listed in these tables
VP16 counter = Gal4-VP16 reporter inhibition counter-screen | Drosophila S2 Gal4-VP16 UAS-luciferase, luminescence, 20 h | Potency, µM (highest dose often 53.6 µM), without a hit: top-dose activity, negative = inhibition, hits mostly inhibitors | hit rate 3.5% among 310,000;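 further: Gal4-VP16 expression switched on by copper sulfate through the metallothionein promoter; potency means the concentration at half of the fitted maximal effect; on the % scale 0 is the no-effect control and ±100 the full control effect; nearly all actives have a fitted effect of over 50% in size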
The depositor's hits bear a star; ? = inconclusive; . = no result given; & = joins results of further samples; [ ] = remark or other dose. Unless noted, the call rests on the fitted dose curve; in most records, active means well fitted curve in the direction sought with a large enough effect; inconclusive means small, poorly fitted or top-dose-only effect, or another doubt; inactive means no such curve, though single readings can be large; an effect the other way counts as inactive or inconclusive.

Values in the order – RORgamma inh, Menin MLL FP TR, Rab9 prom act, p53 reactivator, BRCA1 expr act, NPC1 prom act, FLuc counter, PKM2 activator, VP16 counter, ELG1 genotox, Giardia killer
FC(F)(F)c1ccc(CN2CCCCCC2)cc1
→ 2%, -16%, -9%, 0%, 14%, -5%, 7%, 2%, -1%, -1%, -7
CCOC(=O)Cc1csc(NC(=O)COc2ccc(N(C)S(=O)(=O)c3ccc(C)cc3)cc2)n1
→ 16%, -3%, -1%, 3%, -2%, 1%, 1%, -5%, -6%, -4%, -12
CC(=O)C1=C(O)C(=O)N(c2ccc(Br)cc2)C1c1ccc([N+](=O)[O-])cc1 (stereo not drawn)
→ -3%, ?, -2%, 1%, -4%, -2%, -2%, ., 1%, -1%, -7
COC(=O)c1cc(S(=O)(=O)NC2CCN(Cc3ccccc3)CC2)cn1C
→ 11%, ?, -1%, 1%, -16%, -1%, 11%, 0%, 6%, -10%, -3
O=C(Nc1ccccn1)c1ccc2c(c1)OCCO2
→ 10µM*, 22%, 0.63µM*, 13%, -19%, 1.1µM*, 6.7µM*, -43%, 2%, 8%, -28
CCc1nnc(NC(=O)c2n[nH]c(=O)c3ccccc23)s1
→ -22%, ., -1%, 3%, -29%, 2%, -1%, -8%, -8%, 5%, 33[activator]
CCN(Cc1ccccc1)C(=O)c1ccc(CNS(=O)(=O)c2ccc(C)cc2)cc1
→ ?, -9%, -6%, 8%, -57%, -2%, 5%, -1%, -16%, 1%, 8
Oc1ccc(Br)cc1-c1n[nH]c(=S)n1Cc1ccccc1
→ 10µM*, ?, -4%, -3%, -9%, -2%, 1%, ., -8%, -2%, 15
CN(CCN1CCOCC1)Cc1nc(-c2ccccc2)no1
→ 1%, -1%, 0%, 1%, 31%, -4%, -3%, -1%, -9%, 3%, -13
Cc1cc(=O)c(C(=O)OC(C)C(=O)NC(N)=O)nn1-c1ccc(Cl)cc1 (stereo not drawn)
→ 0%, -13%, 3%, 11%, -13%, 0%, 2%, 1%, -5%, 4%, -1
Cc1ccc(-c2cn3cccnc3n2)cc1NC(=O)c1cccs1
→ 44%, ?, 1%, -11%, -28%, 1%, -16%, -8%, -12%, -1%, -12
CCOC(=O)N1CCC(N(CCN(C)C)C(=S)Nc2ccccc2Cl)CC1
→ -19%, -10%, -7%, -2%, 1%, -3%, -1%, 2%, 5%[10 µM], 4%, 11
Cc1nnc(SCC(=O)N2CCN(S(=O)(=O)c3ccccc3)CC2)s1
→ -7%, 4%, -1%, 2%, 3%, -1%, -3%, 26%, 2%, -2%, 12
Cc1cccc(Cn2c(N3CCN(C)CC3)nc3c2c(=O)n(C)c(=O)n3C)c1
→ 2%[1.91 µM], -4%, -2%, ., -13%, -4%, 10%, -2%, -9%, 0%, 19
CCOC(=O)N1CCN(C(=O)/C(=C\c2cccs2)NC(=O)c2cccs2)CC1
→ 13%, -26%, -5%, -6%, 18%, 3%, 0%, -7%, 4%, -8%, -14
CCN(Cc1ccccc1)C(=O)c1oc2ccc(C)cc2c1C
→ 30%, ?, 6%, ?, 6%, -1%, ?, -1%[11.5 µM], -11%, 7%, 12
CC(C)(C)c1ccc(-c2n[nH]c(=S)n2-c2ccccc2)cc1
→ 3.2µM*, -1%, 2%, 12%, -36%, 0%, 0%, 8%, 2.8µM*, -5%, 4
CC1CCN(c2nc3nonc3nc2N2CCC(C)CC2)CC1
→ 29%, 0%, -10%, 13%, 1%, -3%, 1%, -1%, -13%, -3%, 0
O=C1NC[C@@H](Cc2cccc3ccccc23)N(CC2(c3ccccc3)CC2)C1=O
→ 2%, ., -6%, -4%, -29%, -1%, 2%, -2%, -11%, -7%, -22
COCc1cc(C)nc(SCC[N+](C)(C)CC(=O)Nc2ccccc2)c1C#N
→ 2%, -16%, 8%, 0%, 16%, -3%, -1%, 6%, -11%, -2%, -11
Cc1ncsc1C(=O)O
→ 0%, 8%, -2%, -1%, 0%, 0%, 0%, ?, -21%, 1%, -8
C=CCNC(=O)CNS(=O)(=O)c1ccc(F)cc1
→ 10%[0.365 µM], ?, -3%, 1%, -10%, -2%, 0%, 2%, ., 10%, -18
COc1ccc(CCN2CC(C(=O)N(C)CC(=O)Nc3ccc(Cl)c(C(F)(F)F)c3)CC2=O)cc1OC (stereo not drawn)
→ ., ., -1%, -8%, -18%, -2%, 8%, ., ., -7%, -1
COc1cc(NC(=O)CN2C(=O)C(c3ccccc3)=NC23CCCCCC3)cc(OC)c1
→ 12%, 0%, 1%, 13%, -29%, -1%, 9%, 2%, -5%, -5%, 4
CCc1ccc(CN2CCC(C(=O)Nc3ccc(-n4nc(C)cc4C)cc3)CC2)o1
→ -3%, ., -4%, -9%, 0%, -2%, -3%, ., 3%, -5%, -8
CC(C)c1ccc(C2=C(O)c3ccccc3C(=O)C2=O)cc1
→ ?, ?, 11%, 5%, 5%, 1%, ?, -1%, ?, 1%, 5
COc1ccc(S(=O)(=O)N2CCN(c3ncccn3)CC2)cc1[N+](=O)[O-]
→ -23%, 17%, -6%, -13%, 14%, -1%, 6%, 2%[0.46 µM], -7%, 3%, 4
COc1cc2ccccc2cc1C(=O)Nc1cc(C)ccn1
→ -23%, ., 3.2µM*, -3%, 38%, ?, 12µM*, -2%, 7%, ?, 3
Fc1ccccc1N1CCN(CC2CCCCC2)CC1
→ 7%, 1%, -3%, ., 27%, 0%, 5%, -1%, 0%, -3%, 10
Clc1ccc2c(c1)c1ccccc1n2CN1CCOCC1
→ 0%, 4%, 7%, -6%, 0%, 2%, -1%, -19%, -5%, 11%, -12
COc1cc(CCC(=O)Oc2ccc(C(C)=O)cc2)cc(OC)c1OC
→ -25%, 10%, 1%, -10%, 0%, -3%, 4%, -4%, 2%, 1%, 4
CCc1cc2ccc(C)cc2nc1SCC(=O)Nc1cc(OC)c(OC)cc1C(=O)O
→ -6%, ?, 2%, -4%, 3%, 2%, 3%, -3%, ?, 2%, -23
Cc1onc(-c2ccccc2)c1C(=O)Nc1ccc(Cl)c(S(=O)(=O)N2CCOCC2)c1
→ ., ., -1%, -12%, -2%, -4%, ., ., ., -1%, -6
CCOc1ccc(C2/C(=C(\O)c3ccc4c(c3)OCCO4)C(=O)C(=O)N2Cc2cccnc2)cc1OCC (stereo not drawn)
→ -20%, 15%, -1%, -4%, 20%, -1%, 2%, ., -8%, 4%, -12
COc1ccccc1N1CC(C(=O)Nc2ccc(S(=O)(=O)N3CCOCC3)cc2)CC1=O (stereo not drawn)
→ 1%, 2%, 3%, -4%, 2%, 0%, 0%, 4%, 0%, 5%, 2
CC(=O)c1ccc(N2CCN(S(=O)(=O)c3ccccc3)CC2)c(F)c1
→ 9%, 4%, -9%, 1%, -1%, -9%, 3%, 5%, -10%, 1%, 10
CN(C)C=NC(=O)c1ccc(N2CCN(c3ncc(C(F)(F)F)cc3Cl)CC2)cc1
→ -40%, 32%[activator], ., ., -30%, ., 2%, -4%, -20%, ., -10
Cc1ccc(NC(=O)c2nn(C34CC5CC(CC(C5)C3)C4)cc2[N+](=O)[O-])cc1
→ ?, -19%, -6%, -14%, -42%, -6%, 1%, -3%, ?, -4%, 1
O=S(=O)(c1ccc(Cl)cc1)N1CCN(c2nc(-c3cccs3)nc3ccccc23)CC1
→ 13%, -13%, -4%, 11%, -28%&-4%&8%&0%, -4%, -8%, 2%, -12%, -2%&0%, -23&9&21&-9
COc1cccc(CNC(=O)Cn2c(=O)n(CCC(=O)N3CCCCC3)c(=O)c3sccc32)c1
→ 5%, -12%, 0%, -15%, -1%, -1%, -2%, 0%, 7%, -7%, -13
COc1ccc(-c2c(NC(=O)c3ccco3)oc3c(C)cccc3c2=O)cc1
→ -12%, ., -3%, -4%, 13%, -1%, 0%, ., 8%, -9%, -20
Cc1c(Cl)ccc2c(C(=O)NCCN3CCCCC3)cc(-c3ccccn3)nc12
→ 18%, 24%, -4%, -4%, -41%, -11%, -1%, 6%, -5%, ?, -12
CCOc1ccc(Cc2nnc(N)s2)cc1OCC
→ -3%, -10%, -6%, 0%, -11%, -3%, -1%, 6%, -3%, 1%, 17
COc1ccc(-n2cnnc2SCc2ncc(-c3ccccc3)o2)cc1
→ 18%, -13%, -2%, 2%, -40%, -4%, 0%, 11%, 8%, -1%, 4
COc1ccccc1NC(=O)N1CCC(c2nnc(SCC(N)=O)n2C)CC1
→ -6%, 0%, -2%, 10%, -3%, -8%, 0%, -13%, -6%, 0%, -19
Cn1c(C(=O)NCc2cccs2)cc2c(=O)n(C)c3ccccc3c21
→ -15%, -1%, 5%, 2%, 0%, -3%, 0%, -4%, 5%, -4%, 4
CCc1noc(C)c1C(=O)Nc1nc(-c2ccc(NC(C)=O)cc2)cs1
→ ., ., -7%, -5%, -26%, -2%, -10%, ., ., -30%[inhibitor], 15

Bioassay records as filed in PubChem BioAssay.

Some of the compounds tested; count on the stated rates, not on these rows.
